# STK33 kin inh: inhibitors of human STK33 kinase; Q9BYT3; ADP-Glo luminescence, MBP substrate; inhibition, % at 12.5 µM; hit rate 0.44% among 27,000; in the data active = inhibition above about 20%
# Target sequence (Q9BYT3 whole entry, looked up): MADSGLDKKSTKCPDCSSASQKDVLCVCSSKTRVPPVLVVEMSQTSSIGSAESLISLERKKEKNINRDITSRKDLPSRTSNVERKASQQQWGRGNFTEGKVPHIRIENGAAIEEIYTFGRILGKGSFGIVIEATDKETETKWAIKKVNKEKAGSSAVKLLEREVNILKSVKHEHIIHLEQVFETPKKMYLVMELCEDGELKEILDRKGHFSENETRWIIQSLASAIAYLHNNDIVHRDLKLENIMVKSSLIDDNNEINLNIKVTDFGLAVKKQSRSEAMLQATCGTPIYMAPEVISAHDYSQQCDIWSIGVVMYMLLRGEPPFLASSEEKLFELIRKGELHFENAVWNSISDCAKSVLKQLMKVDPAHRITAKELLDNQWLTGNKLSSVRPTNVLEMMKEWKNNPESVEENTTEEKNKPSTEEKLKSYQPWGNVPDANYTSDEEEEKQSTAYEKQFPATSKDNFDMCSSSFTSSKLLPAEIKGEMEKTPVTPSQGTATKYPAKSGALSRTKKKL
# mut p53 react: mutant p53 pathway reactivation | SW480 PUMA-promoter luciferase | AID 624151 | activation, % at 9.98 µM | hit rate 1.5% among 28,000; in the data active = activation above about 52%
# * hit, by the source's call; . = not tested or not shown; & = joins results of further samples.
mol | STK33 kin inh | mut p53 react
C[C@@H]1CN([C@H](C)CO)C(=O)c2cc(NS(=O)(=O)c3cn(C)cn3)ccc2O[C@H]1CN(C)Cc1ccc(C(F)(F)F)cc1 | -2 | .
Cc1nc(SCC(=O)Nc2ccc(Br)cc2)n[nH]1 | -4 | -38
C[C@@H]1CN([C@H](C)CO)C(=O)c2cc(-c3ccccc3F)cnc2O[C@H]1CN(C)C(=O)C1CCOCC1 | . | -2
CC(=O)SCC(Cc1ccccc1)C(=O)NCC(=O)OCc1ccccc1 (centres undefined) | 0 | 1
C[C@@H]1CN([C@H](C)CO)C(=O)Cc2cc(NC(=O)Nc3cccc4ccccc34)ccc2O[C@@H]1CN(C)S(=O)(=O)c1ccc(Cl)cc1 | -1 | .
CC(=O)c1cccc(NC(=O)C(C)N2C(=O)C3C4C=CC(C5CC45)C3C2=O)c1 (centres undefined) | -1 | 2
C[C@H](CO)N1C[C@H](C)[C@H](CN(C)Cc2ccc(C(F)(F)F)cc2)Oc2ccc(NC(=O)c3ccncc3)cc2C1=O | 0 | .
COC(=O)c1cc(NC(=O)Cc2ccccc2[N+](=O)[O-])ccc1Cl | 2 | 6
Cc1nc2ccccc2nc1CSc1nc2ccccc2s1 | 5 | 41
C[C@@H]1CCCCO[C@@H](CN(C)C)[C@@H](C)CN([C@H](C)CO)C(=O)c2cc(N(C)C)ccc2O1 | 2 | 7
O=C(NCc1ccc(F)cc1)[C@H]1C[C@H]2C(=O)NCC(=O)N2[C@H]1c1cccc(OCCO)c1 | -6 | .
COC(=O)c1ccccc1NC(=O)c1ccc(NC(=O)CSc2ccc(C)cc2)cc1 | 7 | 19
Cc1cc(C)n2nc(NCc3cccc([N+](=O)[O-])c3)nc2n1 | 0 | 13
C(=N/n1cnnc1)/c1cccc2c1OCCCO2 | -1 | .
COc1cccc(-c2ccc3c(c2)O[C@H](CN(C)Cc2cccnc2)[C@@H](C)CN([C@@H](C)CO)S3(=O)=O)c1 | . | -30
C[C@H]1CCCCO[C@H](CN(C)C(=O)CCC(F)(F)F)[C@@H](C)CN([C@@H](C)CO)C(=O)c2cc(NC(=O)Nc3ccc4c(c3)OCO4)ccc2O1 | . | 6
COc1ccc(NC(=O)N(C)C[C@@H]2Oc3ccc(NC(=O)Cc4cn(C)c5ccccc45)cc3CC(=O)N([C@H](C)CO)C[C@@H]2C)cc1 | -2 | .
Cc1ccc(NC(=O)CSCc2n[nH]c(=O)[nH]2)c(Br)c1 | 0 | 7
CCn1c2ccccc2c2cc(NC(=O)CSc3nnnn3-c3ccccc3)ccc21 | 5 | 1
C[C@@H]1CCCCO[C@H](CN(C)C)[C@H](C)CN([C@H](C)CO)C(=O)c2cc(N(C)C)ccc2O1 | . | 2
C[C@H]1CN([C@@H](C)CO)C(=O)Cc2cc(NC(=O)Cn3cnnn3)ccc2O[C@@H]1CN(C)S(=O)(=O)c1ccccc1 | 4 | 5
CN(C)CC(=O)Nc1ccc2c(c1)[C@@H]1C[C@H](CC(=O)NCc3ccc4c(c3)OCO4)O[C@@H](CO)[C@@H]1O2 | . | 12
C[C@@H]1CN([C@H](C)CO)C(=O)CCCn2nncc2CO[C@H]1CN(C)S(=O)(=O)c1ccc2c(c1)OCCCO2 | -2 | .
Cc1noc(C)c1S(=O)(=O)Nc1ccc2c(c1)C(=O)N([C@@H](C)CO)C[C@H](C)[C@@H](CN(C)S(C)(=O)=O)O2 | 2 | .
Cc1noc(C)c1NC(=O)Nc1ccc2c(c1)C(=O)N([C@@H](C)CO)C[C@H](C)[C@H](CN(C)Cc1ccc(-c3ccccc3)cc1)O2 | -2 | .
Cc1ccc(NC(=O)CN(c2cccc(F)c2)S(C)(=O)=O)cc1Cl | 2 | 0
CC(C)NC(=O)N(C)C[C@@H]1Oc2ccc(NC(=O)C3CC3)cc2C(=O)N([C@H](C)CO)C[C@H]1C | . | -5
Cc1noc(C)c1NC(=O)Nc1ccc2c(c1)C(=O)N([C@@H](C)CO)C[C@@H](C)[C@@H](CN(C)Cc1ccccc1)O2 | 0 | .
Cc1ccc(NC(=O)COc2ccccc2Cl)c([N+](=O)[O-])c1 | 1 | 60*
C[C@H]1CCCCO[C@@H](CN(C)Cc2ccncc2)[C@@H](C)CN([C@@H](C)CO)C(=O)c2cc(N(C)C)ccc2O1 | . | 7
COC(=O)c1ccccc1NC(=O)CSc1n[nH]c(C)n1 | -6 | 4
C[C@@H]1CN([C@@H](C)CO)C(=O)c2cccc(NS(=O)(=O)c3ccc(Cl)cc3)c2O[C@H]1CN(C)S(=O)(=O)c1cn(C)cn1 | . | -1
C[C@@H]1CN([C@@H](C)CO)C(=O)c2cc(NS(C)(=O)=O)ccc2O[C@@H](C)CCCCO[C@@H]1CN(C)Cc1ccccc1 | . | -7
Cc1noc(C)c1NC(=O)N(C)C[C@@H]1OCCCC[C@@H](C)Oc2ccc(NC(=O)c3ccccc3)cc2C(=O)N([C@H](C)CO)C[C@@H]1C | -1 | .
CC1CCC2(C)C(CC(O)C(O)C2(O)CO)C1(C)CCc1ccoc1 (centres undefined) | 0 | -20
COc1ccc(C(=O)O)cc1S(=O)(=O)NCc1ccccc1 | 1 | -1

# Single records, from the list above:
# Cc1ccc(NC(=O)CSCc2n[nH]c(=O)[nH]2)c(Br)c1 is entered as STK33 kin inh: 0; mut p53 react: 7
# COC(=O)c1cc(NC(=O)Cc2ccccc2[N+](=O)[O-])ccc1Cl is entered as STK33 kin inh: 2; mut p53 react: 6

# Next compounds.
mol | STK33 kin inh | mut p53 react
COc1ccc(-c2c(C#N)c(SCC(=O)Nc3cccc(F)c3)nc3c2CCC3)cc1 | 0 | 1
COc1ccc(OC)c(C2C(C(=O)c3cccs3)C(=O)C(=O)N2Cc2cccnc2)c1 (centres undefined) | -3 | 10
C[C@H]1CN([C@@H](C)CO)C(=O)CCCn2cc(nn2)CO[C@@H]1CN(C)Cc1ccc(C(F)(F)F)cc1 | -1 | 7
CC/C(=C(\c1ccccc1)c1ccc(OCCN(C)C)cc1)c1ccccc1 | 3&3 | .
C[C@@H]1CCCCO[C@H](CN(C)C(=O)Nc2ccc3c(c2)OCO3)[C@H](C)CN([C@@H](C)CO)C(=O)c2cc(NS(C)(=O)=O)ccc2O1 | . | -7
C[C@@H]1CN([C@H](C)CO)C(=O)CCCn2nncc2CO[C@@H]1CN(C)S(=O)(=O)c1ccc(C#N)cc1 | -1 | .
Cc1noc(C)c1NC(=O)Nc1ccc2c(c1)C(=O)N([C@@H](C)CO)C[C@@H](C)[C@H](CN(C)S(=O)(=O)c1cccs1)O2 | . | 8
CNC[C@@H]1OCCCC[C@@H](C)Oc2ccc(NC(=O)C3CCCCC3)cc2C(=O)N([C@H](C)CO)C[C@@H]1C | -1 | 5
CC(Oc1ccc(Cl)cc1Cl)C(=O)Nc1ccccc1C(=O)NC1CCCCC1 (centres undefined) | -1 | -11
Cc1nc(SCC(=O)Nc2ccc(Oc3ccccc3)cc2)n[nH]1 | -1 | 8
C[C@H]1CN([C@@H](C)CO)C(=O)c2cc(NS(=O)(=O)c3ccc(F)cc3)ccc2O[C@@H]1CN(C)S(=O)(=O)c1ccc(Cl)cc1 | 0 | .
CC(C)NC(=O)Nc1cccc2c1O[C@H](CN(C)CC1CC1)[C@@H](C)CN([C@H](C)CO)C2=O | . | -1
C[C@@H]1CN([C@H](C)CO)C(=O)Cc2cc(NS(=O)(=O)c3ccc(Cl)cc3)ccc2O[C@@H]1CN(C)Cc1ccc(C(=O)O)cc1 | 3 | .
CC(C)NC(=O)Nc1ccc2c(c1)CC(=O)N([C@@H](C)CO)C[C@H](C)[C@@H](CN(C)CC1CC1)O2 | -3 | .
CCOC(=O)c1ccc(NC(=O)C(C)Sc2nc3ccccc3[nH]2)cc1 (centres undefined) | -2 | 19
CNC[C@@H]1Oc2ccc(NC(=O)Nc3ccc(F)cc3)cc2CC(=O)N([C@@H](C)CO)C[C@@H]1C | 4 | .
C[C@@H]1CN([C@H](C)CO)S(=O)(=O)c2ccc(C#Cc3ccccn3)cc2O[C@H]1CN(C)Cc1cccc(F)c1 | . | -54
COc1ccc(S(=O)(=O)Nc2ccc3c(c2)C(=O)N([C@H](C)CO)C[C@H](C)[C@@H](CN(C)Cc2ccc4c(c2)OCO4)OCCCC[C@@H](C)O3)cc1 | -1 | .
C[C@H]1CN([C@@H](C)CO)C(=O)c2cccc(NC(=O)Nc3ccccc3)c2O[C@H]1CN(C)C(=O)NC1CCCCC1 | . | 6
Cc1cc(N(CC(=O)Nc2ccc(F)cc2)S(C)(=O)=O)ccc1Br | 1 | 1
C[C@@H]1CN([C@H](C)CO)C(=O)Cc2cc(NS(=O)(=O)c3ccccc3)ccc2O[C@H]1CN(C)Cc1ccc(C(=O)O)cc1 | -1 | .
COc1ccc([N+](=O)[O-])cc1NC(=O)CCC1COc2ccccc2O1 (centres undefined) | -2 | -6
C[C@H]1CN([C@@H](C)CO)C(=O)c2cc(NS(=O)(=O)c3cccs3)ccc2O[C@H]1CN(C)Cc1ccc(C(F)(F)F)cc1 | -1 | .
Cc1noc(C)c1S(=O)(=O)Nc1ccc2c(c1)C(=O)N([C@H](C)CO)C[C@H](C)[C@@H](CN(C)C(=O)Nc1ccc(F)cc1)O2 | . | 6
C[C@H]1CN([C@@H](C)CO)C(=O)Cc2cc(NS(=O)(=O)c3cn(C)cn3)ccc2O[C@H]1CN(C)S(C)(=O)=O | 0 | .
COc1ccc(S(=O)(=O)Nc2ccc3c(c2)C(=O)N([C@H](C)CO)C[C@H](C)[C@H](CN(C)S(=O)(=O)c2cn(C)cn2)OCCCC[C@@H](C)O3)cc1 | 2 | .
C[C@H](CO)N1C[C@H](C)[C@H](CN(C)Cc2ccccc2)Oc2ccc(NC(=O)Nc3cccc4ccccc34)cc2CC1=O | 0 | .
O=S(=O)(N1CCOCC1)n1c(Cc2ccccc2)nc2ccccc21 | 1 | -6
COc1ccc(Cl)cc1NC(=S)NCc1ccc(S(N)(=O)=O)cc1 | -1 | 7
C[C@H](CO)N1C[C@H](C)[C@@H](CN(C)C(=O)Nc2ccccc2)OCc2cnnn2CCCC1=O | -3 | .
C[C@@H]1CN([C@@H](C)CO)C(=O)CCCn2cc(nn2)CO[C@@H]1CN(C)C(=O)Nc1ccccc1C(F)(F)F | 0 | 6
Cc1noc(C)c1NC(=O)Nc1cccc2c1O[C@@H](CN(C)C(=O)Nc1c(C)noc1C)[C@@H](C)CN([C@H](C)CO)C2=O | . | -7
COC(=O)C(CC#Cc1ccc2c(c1)[C@]1(C(=O)N2)[C@H](C(=O)N2CCc3cc(OC)c(OC)cc3C2)[C@H]2C(=O)O[C@H](c3ccccc3)[C@H](c3ccccc3)N2[C@@H]1c1ccc(OCCO)cc1)C(=O)OC | 11 | .
Cc1cc(I)ccc1NC(=O)Cn1c([N+](=O)[O-])cnc1C | -5 | -9
CCOC(=O)c1cnc2c(cnn2CC)c1NN=C(C)C | 1 | .
C[C@@H]1CN([C@H](C)CO)C(=O)c2cc(NS(=O)(=O)c3cccs3)ccc2O[C@H]1CN(C)Cc1ccc(Cl)c(Cl)c1 | 2 | .

# A different layout for 4 compounds above:
CNC[C@@H]1OCCCC[C@@H](C)Oc2ccc(NC(=O)C3CCCCC3)cc2C(=O)N([C@H](C)CO)C[C@@H]1C
  STK33 kin inh = -1
  mut p53 react = 5
CC(Oc1ccc(Cl)cc1Cl)C(=O)Nc1ccccc1C(=O)NC1CCCCC1 (centres undefined)
  STK33 kin inh = -1
  mut p53 react = -11
Cc1nc(SCC(=O)Nc2ccc(Oc3ccccc3)cc2)n[nH]1
  STK33 kin inh = -1
  mut p53 react = 8
C[C@H]1CN([C@@H](C)CO)C(=O)c2cc(NS(=O)(=O)c3ccc(F)cc3)ccc2O[C@@H]1CN(C)S(=O)(=O)c1ccc(Cl)cc1
  STK33 kin inh = 0
  mut p53 react = .

# Other compounds follow:
mol | STK33 kin inh | mut p53 react
C[C@H]1CN([C@@H](C)CO)C(=O)c2cc(NS(=O)(=O)c3ccc(Cl)cc3)ccc2O[C@H]1CN(C)S(=O)(=O)c1ccc(F)cc1 | 1 | .
C[C@@H]1CN([C@H](C)CO)C(=O)c2cc(NC(=O)c3ccncc3)ccc2O[C@@H](C)CCCCO[C@H]1CN(C)C(=O)c1ccncc1 | . | -6
CC(C)NC(=O)Nc1cccc2c1O[C@@H](CN(C)CC1CC1)[C@H](C)CN([C@H](C)CO)C2=O | . | -5
Cc1cccc(-c2noc(CN(C(C)C)S(=O)(=O)c3ccc(F)cc3)n2)c1 | -3 | 7
Cc1cc(C)cc(N(C(C)C(=O)Nc2cccc(C(F)(F)F)c2)S(C)(=O)=O)c1 (centres undefined) | -5 | -14
C[C@@H]1CN([C@@H](C)CO)C(=O)Cc2cc(NS(C)(=O)=O)ccc2O[C@H]1CN(C)Cc1ccc(-c2ccccc2)cc1 | . | -6
C/C(=C\c1ccc(C(=O)O)cc1)c1ccc2c(c1)C(C)(C)CCC2(C)C | -4 | -2
Cc1nn2c(CN(C(=O)c3cccs3)c3ccccc3)nnc2c2ccccc12 | -6 | 12
C[C@H]1CN([C@@H](C)CO)C(=O)Cc2cc(NC(=O)Nc3ccc4c(c3)OCO4)ccc2O[C@@H]1CN(C)Cc1ccccc1 | 1 | .
C[C@@H]1CN([C@H](C)CO)C(=O)Cc2cc(NC(=O)CCCN(C)C)ccc2O[C@@H]1CN(C)S(=O)(=O)c1cccs1 | 4 | 4
COc1ccc(NC(=O)Nc2ccc3c(c2)CC(=O)N([C@H](C)CO)C[C@@H](C)[C@@H](CN(C)S(C)(=O)=O)O3)cc1 | -1 | .
C[C@@H]1CN([C@@H](C)CO)S(=O)(=O)c2ccc(/C=C/c3ccccc3)cc2O[C@H]1CN(C)C(=O)C1CC1 | . | -14
C[C@@H]1CN([C@@H](C)CO)C(=O)Cc2cc(NC(=O)Nc3cccc4ccccc34)ccc2O[C@@H]1CN(C)C(=O)Nc1cccc2ccccc12 | -1 | -7
CC(C)C#Cc1ccc2c(c1)O[C@H](CN(C)CC1CCOCC1)[C@@H](C)CN([C@@H](C)CO)S2(=O)=O | . | -30

# These rows are one share of the data (hit frequency here may not be typical).
